All columns: NCI-60 one-dose screen, growth in % after 48 h at 10 µM unless noted; 100 = growth as untreated, 0 = no growth, -100 = all killed.
EKVX – EKVX NSCLC. actives 3% (n = 71,000). AID 1794765
M14 – M14 melanoma. AID 1794745. actives 6.2% (n = 80,000)
MOLT-4 – MOLT-4 leukemia cells. actives 6.9% (n = 80,000)
A549/ATCC – A549/ATCC NSCLC | actives 3.7% (n = 81,000)
HOP-92 – HOP-92 NSCLC cells. actives 6.3% (n = 71,000). AID 1794738
RPMI-8226 – RPMI-8226 leukemia cells | actives 7.5% (n = 77,000) | AID 1794781
CCRF-CEM – CCRF-CEM leukemia; actives 7% (n = 77,000)
HOP-62 – HOP-62 NSCLC. actives 3.9% (n = 80,000)
Numbers without * were called inactive; . = not tested or not shown; & = joins results of further samples. The calls were made as follows: active = growth percent below 10; inactive = the rest.

SMILES	EKVX	M14	MOLT-4	A549/ATCC	HOP-92	RPMI-8226	CCRF-CEM	HOP-62
Cc1cc(C)cc(OCC(=O)O)c1	101	102	124	104	109	108	132	96
C=C(C)[C@@H]1C[C@H](O)Cc2cc(Cl)ccc2N1	97	105	101	103	.	.	.	121
O=S(=O)(NCCNc1cc(-c2cn(-c3ccccc3)nc2-c2ccccc2)ccn1)c1ccc(Br)cc1	54	61	39	54	53	65	56	80
COC(=O)c1ccc(C(=O)Nc2ccccc2N)cc1	.	83	30	95	.	13	4.6*	95
Cc1nc(-c2ccccc2O)ccc1C(=O)N=Nc1c(O)[nH]c2ccc(Br)cc12	80	.	102	103	62	88	86	84
CCN(CC)c1ccc(C(=C2C=CC(=[N+](CC)CC)C=C2)c2cc(O)c(S(=O)(=O)O)cc2S(=O)(=O)O)cc1	108&101	100&105	120&101	102&54	87&84	93&94	73&92	107&90
C=C(C)[C@@H]1CC[C@]2(COC(C)=O)CC[C@]3(C)[C@H](CC[C@@H]4[C@@]5(C)CCCN(C(C)=O)C(C)(C)[C@@H]5CC[C@]43C)[C@@H]12	90	-66*	-9.9*	34	69	-6.5*	60	83
COc1ccc(-c2cc(O)c(C(=O)N3CCOCC3)s2)cc1	103	.	100	94	91	103	100	96
COc1ccc(-c2oc(=O)ccc2C#Cc2cc(OC)c(OC)c(OC)c2)cc1F	99	94	95	36	97	94	89	94
CCNC(=S)Nc1ncccc1OCc1cccc(Cl)c1	76	79	.	74	91	53	74	88
CN(C)CCCC(C#N)(c1ccccc1)C1CCCCC1 (configuration not stated)	93	105	96	96	70	100	100	93
C#CCOc1ccccc1C(Nc1cc(Cl)cc(Cl)c1)c1nnnn1C1CCCCC1 (configuration not stated)	91	.	24	85	101	84	89	92
Cc1cccc(OC(=O)c2ccccc2)c1	94	97	113	100	.	96	90	86
COc1ccc(C2=NN(C(C)=O)C(c3ccc(Oc4nc5c(c(=O)n(C)c(=O)n5C)n4C)c(OC)c3)C2)cc1 (configuration not stated)	100	111	74	88	.	95	91	97
CCCCSc1ccc2nc(-c3ccc(OCCCN=C(N)N)cc3)cn2c1	96	72	53	84	43	-27*	53	86
CO[C@H]1/C=C(/C)CCC[C@H](C)[C@H](O)[C@@H](C)C(=O)C(C)(C)[C@@H](O)CC(=O)O[C@@H]1/C(C)=C/c1csc(C)n1	34	3.3*	15	18	67	14	26	29
CC12CCC3C4(C)COC(c5ccccc5F)OC4CCC3(C)C1CC(C1=CCOC1=O)O2 (configuration not stated)	79	.	79	90	100	62	80	107
Cc1cc(NS(=O)(=O)c2ccc(N=Nc3c(N)nc(N)[nH]c3=O)cc2)nc(C)n1	.	101	106	98	106	104	105	97
COc1cc(C(=O)/C=C/c2c(-c3ccc(F)cc3)nc3sc(-c4ccccc4)c(-c4ccccc4)n23)cc(OC)c1OC	.	97	63	94	77	76	80	94
O=C(CCCN1CC=C(n2c(=O)[nH]c3ccccc32)CC1)c1ccc(F)cc1	88&93	84&105	91&86	103&95	80&93	91	95&97	73&103
O=c1sc2ncnc3ncn(c1=O)c32	.	39	24	98	86	36	40	42
COc1cccc(-c2nc3sccn3c2-c2ccnc(NCCCNS(=O)(=O)c3ccc(Br)cc3)c2)c1	60	63	30	59	76	28	38	99
CC(=O)c1c(C)[nH]c2c1c(-c1cc(Cl)cc(Cl)c1O)nc1ccccc12	86	92	67	82	115	83	77	97
CCCCCCCCC(=O)OC(CCC1CCCO1)CCC1CCCO1 (configuration not stated)	.	103	.	97	79	104	.	91
COc1cc(C2=NNC3c4ccccc4N=C(C)N23)cc(OC)c1OC (configuration not stated)	.	97	99	93	70	92	102	103
CO/N=C1\CC[C@]2(C)[C@H]3CC[C@@H]4[C@@H]([C@@](C)(O)CC/C=C/C(C)C)CC[C@@]4(C)[C@]3(C)CC[C@H]2C1(C)C	77	62	67	58	92	59	67	87
CCCCCCCCCCSC(=NCC)NCC	.	97	92	99	84	94	84	104
CCN(CC)CCNC(=O)c1cc2ccccc2cc1O	.	99	64	114	103	104	69	117
O=C(CNc1c(Cl)cccc1Cl)Nc1ccccn1	97	103	104	99	87	108	104	89
COc1ccc(-c2cc(-c3ccc(Nc4ncnc5cc(Cl)ccc45)cc3)nc(N3CCCC3)n2)cc1OC	103	104	83	99	92	103	104	105
O=C(c1ccccc1)c1ccccc1	117	113	86	89	86	106	97	102
Cc1ccc(O)c(C(=O)c2ccccc2Cl)c1	88	.	95	104	112	112	115	98
Cn1ccc(=O)c(S(N)(=O)=O)c1	89	.	94	100	89	66	100	92
COc1ccccc1-c1cnc2[nH]c(-c3ccccc3)c(C#N)c(=O)n12	70	82	97	88	90	80	103	87
COc1ccc2nc(NCc3ccccc3)c3sc4ccc(F)cc4c(=O)c3c2c1	91	97	92	92	94	.	97	104
COc1nc2c(c(=O)[nH]1)C(c1ccc(Oc3ccnc4cc(Cl)ccc34)c(OC)c1)C=C(c1cc(OC)c(OC)c(OC)c1)N2 (configuration not stated)	.	99	78	101	82	95	87	116
CS/C(N)=N\S(=O)(=O)c1ccc(NC(C)=O)cc1	101	106	97	102	.	96	80	107
COc1ccc(C(CC(=O)O)c2c(C)[nH][nH]c2=O)cc1 (configuration not stated)	107	104	103	100	101	.	106	101
CC(=O)/C(=C/n1c(=S)[nH]c2ccccc21)C(=O)Nc1ccccc1C	96	99	99	101	110	102	102	93
O=C1CCCN1c1nc(-c2ccccc2)c(Br)s1	.	101	91	90	74	100	98	101
NC(=O)c1c(NC(=O)c2cccc(C(F)(F)F)c2F)sc2c1CCC(=O)C2	41	.	13	65	14	-5.1*	12	58
CCCCOc1nc2cc(Cl)ccc2cc1/C=C/c1cc(/C=C/c2cc3ccc(Cl)cc3nc2OCCCC)n(-c2ccccc2)n1	113	99	85	75	77	111	99	32
CCc1nn(Cc2ccccc2)c2nc(C)c(CCc3ccccc3)c(Cl)c12	84	100	96	.	9.1*	72	80	104
Fc1cnc(NC2CC2)nc1-c1cnc2ccc(N3CCOCC3)cn12	-19*	-26*	2.3*	3.2*	1.5*	.	6.3*	9.8*
O=c1[nH]c(=O)c2n[nH]nc2[nH]1	98	102	89	87	161	194	185	95
CCOC(=O)Nc1cc(NC(=O)OCC)ncn1	105	113	93	104	109	100	96	104
Cn1c(=O)c2c(ncn2CCC(=O)Nc2ccc(S(N)(=O)=O)cc2)n(C)c1=O	110	94	101	89	92	96	91	84
CC(=O)OCCCOCCCOc1ccccc1	88	95	102	103	.	97	97	94
c1ccc(-c2nc3ccccc3n3cccc23)cc1	92	110	102	89	62	82	100	104
c1ccc(Oc2cccc3ccccc23)cc1	104	97	84	90	103	99	92	88
O=C(O)c1ccc(-c2nn(-c3ccc(C(=O)O)cc3)cc2CNc2ccc(Br)cc2)cc1	101	98	118	101	102	108	101	104
N#CC1=C(N)Oc2c(cnn2-c2ccc([N+](=O)[O-])cc2[N+](=O)[O-])C1c1ccccc1Cl (configuration not stated)	85	92	.	99	.	73	84	86
CN(C)c1ccnc(CNCCSC2(c3ccc(C(F)(F)F)cc3)c3ccccc3CCc3ccccc32)c1	-25*	-76*	-21*	-28*	-18*	-48*	-44*	-58*
Cn1ccnc1C(=O)/C=C/c1ccc(CC(=O)Nc2cc(F)c(F)c(F)c2)cc1	32	63	6.4*	29	69	4.0*	8.2*	12
ClC1=CN(C2=NCCC2)CC1	.	111	101	102	92	98	98	104
CN1CCCc2cc(/C=C3\SC(=S)N(C(Cc4ccccc4)C(=O)O)C3=O)ccc21 (configuration not stated)	87	101	102	107	84	95	100	102
CC(=O)c1sc(Nc2cccc(Nc3nc(C)c(C)s3)c2)nc1C	69	51	38	66	64	68	61	78
COc1nc(=S)nc(OC)[nH]1	95	99	110	97	103	104	100	94
COc1cccc(C2C3=C(COC3=O)N(CCO)c3cc4c(cc32)CCC4)c1 (configuration not stated)	28	-14*	24	12	48	28	21	19
Cc1ccc(-c2nnc3sc(C4=Cc5ccccc5OC=C4)nn23)cc1	99	100	83	92	-35*	101	105	121

Arranged by molar mass (falling): some entries from above.
SMILES	EKVX	M14	MOLT-4	A549/ATCC	HOP-92	RPMI-8226	CCRF-CEM	HOP-62
CCCCOc1nc2cc(Cl)ccc2cc1/C=C/c1cc(/C=C/c2cc3ccc(Cl)cc3nc2OCCCC)n(-c2ccccc2)n1	113	99	85	75	77	111	99	32
O=C(O)c1ccc(-c2nn(-c3ccc(C(=O)O)cc3)cc2CNc2ccc(Br)cc2)cc1	101	98	118	101	102	108	101	104
N#CC1=C(N)Oc2c(cnn2-c2ccc([N+](=O)[O-])cc2[N+](=O)[O-])C1c1ccccc1Cl (configuration not stated)	85	92	.	99	.	73	84	86
NC(=O)c1c(NC(=O)c2cccc(C(F)(F)F)c2F)sc2c1CCC(=O)C2	41	.	13	65	14	-5.1*	12	58
Cn1ccnc1C(=O)/C=C/c1ccc(CC(=O)Nc2cc(F)c(F)c(F)c2)cc1	32	63	6.4*	29	69	4.0*	8.2*	12
COc1cccc(C2C3=C(COC3=O)N(CCO)c3cc4c(cc32)CCC4)c1 (configuration not stated)	28	-14*	24	12	48	28	21	19
CC(=O)c1sc(Nc2cccc(Nc3nc(C)c(C)s3)c2)nc1C	69	51	38	66	64	68	61	78
Fc1cnc(NC2CC2)nc1-c1cnc2ccc(N3CCOCC3)cn12	-19*	-26*	2.3*	3.2*	1.5*	.	6.3*	9.8*
CCOC(=O)Nc1cc(NC(=O)OCC)ncn1	105	113	93	104	109	100	96	104
CC(=O)OCCCOCCCOc1ccccc1	88	95	102	103	.	97	97	94
c1ccc(-c2nc3ccccc3n3cccc23)cc1	92	110	102	89	62	82	100	104
COc1nc(=S)nc(OC)[nH]1	95	99	110	97	103	104	100	94
ClC1=CN(C2=NCCC2)CC1	.	111	101	102	92	98	98	104
O=c1[nH]c(=O)c2n[nH]nc2[nH]1	98	102	89	87	161	194	185	95

Compound activity: PubChem, NCI
